NPC1 prom act: NPC1 promoter activation. Huh7 NPC1 promoter luciferase reporter, 24 h. Potency, µM (series often up to 9.22 µM), for the others: at the highest dose activation, usual class: activators. 320,000 tested, 2.4% active. AID 485313;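 also: potency is read from the fitted curve at half-maximal effect; % of control where 0% means no effect; nearly all actives have a fitted effect of over 60% in size; reporter is driven by a mutant NPC1 promoter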
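Stably transfected Huh7 (NPC1 promoter→luciferase), 1500 cells/well in Opti-MEM + 10% FBS, 2 h settle, then compound 24 h at 37 °C. Luminescence after 10 min with Amplite reagent.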
ELG1 DNA repair: inhibitors of ELG1-dependent DNA repair in HEK293T cells | 330,000 tested, 2.3% active | HEK293T ELG1-luciferase reporter, luminescence, 16 h; DNA damage induced by 5-fluorouridine | Potency, µM (series often up to 46.1 µM), without a hit: at the top dose activity change, negative = inhibition, actives largely listed as inhibitors | AID 504467; also: potency is read from the fitted curve at half-maximal effect; % is scaled to controls: 0 for no effect and ±100 for the full control effect; nearly all actives have a fitted effect of over 55% in size
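HEK293T cells expressing luciferase-tagged ELG1 (2,000/well) received 5-Fluorouridine plus compound or DMSO for 16 hr at 37 °C. Luciferase was read by ONE-Glo luminescence after 30 min at room temperature.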
FLuc modulator: inhibits or activates purified firefly luciferase, miR-21 counter-screen | purified FLuc, Km substrates, luminescence inhibition | 360,000 tested, 6.9% active | Potency, µM (top dose mostly 57.5 µM), without a hit: top-dose activity change, negative = inhibition, most hits filed as inhibitors | P08659;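 also: potency is read from the fitted curve at half-maximal effect; plate controls were vehicle for no effect and reference inhibitor for full effect; nearly all actives have a fitted effect of over 55% in size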
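Purified P. pyralis luciferase (10nM final) with 10uM D-luciferin and 10uM ATP (Km levels) in 50mM Tris acetate pH 7.5, 10mM Mg acetate, 0.01% Tween-20, 0.05% BSA; qHTS 6-point titration, ~60 µM downward; luminescence read.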
Menin-MLL TR inh: inhibitors of human menin-MLL interaction, mutant MLL peptide; Menin + Texas Red MLL mutant peptide, fluorescence polarization; 270,000 tested, 0.23% active; O00255; Potency, µM (top dose mostly 61.6 µM), for inactives: top-dose FP activity change, negative = inhibition, most hits filed as inhibitors; active = well fitted inhibition curve with a large enough effect in the polarisation, with a control signal flat, not every such curve was filed as active; inconclusive = small, poorly fitted or top-dose-only effect, or effect the other way, or a change in a side signal; inactive = no such curve, though single readings can be large or run the other way; the % refers to the polarisation; also: potency is read from the fitted curve at half-maximal effect; % of control where 0% means no effect; many of its hits are not listed in these tables
Target sequence (O00255 whole entry, looked up): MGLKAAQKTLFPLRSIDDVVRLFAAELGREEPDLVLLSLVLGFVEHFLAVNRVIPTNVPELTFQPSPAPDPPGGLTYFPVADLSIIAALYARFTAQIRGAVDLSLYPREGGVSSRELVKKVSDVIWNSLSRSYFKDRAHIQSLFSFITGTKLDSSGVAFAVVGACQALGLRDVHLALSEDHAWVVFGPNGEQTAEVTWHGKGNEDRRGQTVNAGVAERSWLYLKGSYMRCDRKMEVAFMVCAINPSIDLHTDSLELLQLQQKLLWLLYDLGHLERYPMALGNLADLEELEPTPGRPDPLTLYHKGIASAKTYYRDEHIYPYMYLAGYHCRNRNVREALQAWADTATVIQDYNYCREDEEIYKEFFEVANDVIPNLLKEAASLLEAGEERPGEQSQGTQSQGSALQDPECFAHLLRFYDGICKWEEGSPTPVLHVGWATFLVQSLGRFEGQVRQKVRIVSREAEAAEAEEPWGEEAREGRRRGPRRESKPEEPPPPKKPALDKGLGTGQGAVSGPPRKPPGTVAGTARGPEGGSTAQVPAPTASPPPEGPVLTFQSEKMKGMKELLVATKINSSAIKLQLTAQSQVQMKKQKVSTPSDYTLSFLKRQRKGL
Mito fusion act: inhibitors of mitochondrial division or activators of mitochondrial fusion. 320,000 tested, 0.23% active. S. cerevisiae fusion-defective mutant growth rescue, CellTiterGlo 48 h. Potency, µM (titrated, usually from 46.1 µM), for the others: at the highest dose growth rescue (activation), hits mostly activators. AID 485298;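 also: potency is read from the fitted curve at half-maximal effect; % of control where 0% means no effect; nearly all actives have a fitted effect of over 45% in size; temperature-sensitive fusion mutants such as fzo1-1 at 37 °C on non-fermentable ethanol glycerol medium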
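S. cerevisiae fusion-defective temperature-sensitive mutants (e.g. fzo1-1, mgm1-5) grown 48 h at 37C in YPEG (ethanol/glycerol non-fermentable) medium with 23 nl compound per well; growth rescue read as CellTiterGlo luminescence.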
KCNH2 3.1 inh: KCNH2 3.1 (human) potassium channel inhibition; U2OS KCNH2 3.1, thallium flux FluxOr; stronger effect = lower value; activity change, % (tested at about 1.8 µM); 340,000 tested, 0.95% active; AID 720553;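 active = maximum activity change below -70%; inconclusive = maximum activity change from -70% to -50%; inactive = maximum activity change above -50%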;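 also: thallium influx rate constant from kinetic fluorescence after stimulation buffer; % is scaled to controls: 0 for no effect and ±100 for the full control effect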
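Virally transduced U2OS (3.1 isoform, 4 h infection in dark at RT) → overnight 37 C → FluxOr + Red40 in HBSS/HEPES, 45 min → stimulation buffer, 2 min kinetic read → rate constant vs DMSO controls.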
PKM2 activator: activators of human pyruvate kinase M2; P14618; purified PKM2, Kinase-Glo ATP luminescence, activation; response scale: 0% is enzyme alone, no compound; Potency, µM (highest dose often 57.5 µM), for inactives: at the top dose activation, actives largely listed as activators; 260,000 tested, 0.34% active; AID 1631; also: potency is read from the fitted curve at half-maximal effect; % is scaled to controls: 0 for no effect and ±100 for the full control effect; nearly all actives have a fitted effect of over 55% in size
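hPK-M2, >95% pure; 0.1 mM ADP / 0.5 mM PEP final; imidazole pH7.2 buffer w/ 7 mM MgCl2, 50 mM KCl; 1 h RT; Kinase-Glo lum. Intermediate enzyme activity for dual inhibitor/activator qHTS.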
Gal4-VP16 FLuc: counter-screen for ROR gamma inhibitors: Gal4-VP16 reporter | Drosophila S2 Gal4-VP16 UAS-luciferase, luminescence, 20 h | Potency, µM (series often up to 53.6 µM), for inactives: at the highest dose activity, negative = inhibition, hits mostly inhibitors | 310,000 tested, 3.5% active | AID 2546;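 also: Gal4-VP16 expression switched on by copper sulfate through the metallothionein promoter; potency is read from the fitted curve at half-maximal effect; % is scaled to controls: 0 for no effect and ±100 for the full control effect; nearly all actives have a fitted effect of over 50% in size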
Rab9 promoter act: activates the Rab9 promoter; Potency, µM (highest dose often 9.22 µM), for the others: top-dose activation, negative = inhibition, usual class: activators; Huh7 Rab9 promoter-luciferase reporter, luminescence, 24 h; 320,000 tested, 2.8% active; also: potency is read from the fitted curve at half-maximal effect; % of control where 0% means no effect; nearly all actives have a fitted effect of over 60% in size
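Luminescence from Amplite-detected luciferase (10 minutes, ambient) reports Rab9 promoter activation. Before that, stable Rab9-luciferase Huh7 cells (1500/well, reduced-serum OP-MEM I plus 10% FBS) were exposed to compound for 24 hours at 37C.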
RORgamma inh: ROR gamma (mouse) transcription inhibition. AID 2551. Drosophila S2 Gal4-RORgamma UAS-luciferase reporter, 20 h. P51450. Potency, µM (doses to about 53.6 µM), for the others: at the top dose activity change, negative = inhibition, usual class: inhibitors. 310,000 tested, 5.4% active; also: potency is read from the fitted curve at half-maximal effect; % is scaled to controls: 0 for no effect and ±100 for the full control effect; nearly all actives have a fitted effect of over 60% in size
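Drosophila Schneider cells stably carrying a metallothionein-driven Gal4 DBD–ROR gamma fusion and a UAS-Photinus luciferase reporter were exposed to compound for 1 hr, then induced with copper sulfate (700 uM final) for 20 hr at ambient temperature before luminescence reading.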
MBNL1-CUG inh: blocks human MBNL1 binding to CUG repeat RNA. Q9NR56. TR-FRET MBNL1-His/biotin-(CUG)12 binding, 665/545 ratio. 280,000 tested, 0.036% active. Potency, µM (series often up to 57.5 µM), without a hit: top-dose activity change, negative = inhibition, hits mostly inhibitors; active = well fitted inhibition curve with a large enough effect in the signal ratio, with a control signal flat, not every such curve was filed as active; inconclusive = small, poorly fitted or top-dose-only effect, or effect the other way, or a change in a side signal; inactive = no such curve, though single readings can be large or run the other way; the % refers to the signal ratio; also: potency is read from the fitted curve at half-maximal effect; % is scaled to controls: 0 for no effect and ±100 for the full control effect
Target sequence (Q9NR56 whole entry, looked up): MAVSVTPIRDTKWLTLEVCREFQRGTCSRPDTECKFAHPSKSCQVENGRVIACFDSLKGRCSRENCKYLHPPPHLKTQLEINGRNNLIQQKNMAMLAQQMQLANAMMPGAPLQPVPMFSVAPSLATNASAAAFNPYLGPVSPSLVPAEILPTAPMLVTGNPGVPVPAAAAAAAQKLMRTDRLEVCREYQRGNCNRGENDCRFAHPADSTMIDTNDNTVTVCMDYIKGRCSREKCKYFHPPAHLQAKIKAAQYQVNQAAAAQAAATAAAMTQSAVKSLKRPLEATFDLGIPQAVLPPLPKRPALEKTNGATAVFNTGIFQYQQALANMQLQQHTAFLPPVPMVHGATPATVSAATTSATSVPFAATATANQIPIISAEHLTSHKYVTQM
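TR-FRET between His-tagged MBNL1 and biotin-(CUG)12 RNA, detected with Tb anti-His antibody (0.055 ng/ul) and streptavidin-XL665 (5 nM), 60 min at room temperature. Compounds titrated 92 nM to 58 uM; 665/545 nm ratio normalized to buffer and complex controls.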
* = called active by the depositor; ? = inconclusive; nt = no result given; [ ] = another dose, or the depositor's remark. Unless noted, calls follow the shape of the dose curve; as a rule, active = well fitted curve in the direction sought with a large enough effect; inconclusive = small, poorly fitted or top-dose-only effect, or another doubt; inactive = no such curve, though single readings can be large; an effect the other way counts as inactive or inconclusive. A portion of the library; rates above refer to the full screens.

Every second line gives: NPC1 prom act	RORgamma inh	MBNL1-CUG inh	Rab9 promoter act	PKM2 activator	KCNH2 3.1 inh	Menin-MLL TR inh	Gal4-VP16 FLuc	ELG1 DNA repair	Mito fusion act	FLuc modulator
- O=C(O)CNS(=O)(=O)Cc1ccccc1
 : -2%	19%	nt	-16%	3%	-8	nt	-12%	-2%	-3%	-2%
- O=C(O)CC(c1ccc(Cl)cc1)N1Cc2ccccc2C1=O (stereo unspecified)
 : 1%	-2%	-3%	2%	nt	6	?	-2%	3%	-14%	-2%
- O=C(CCNC(=O)c1ccc([N+](=O)[O-])cc1)Nc1cccc(S(=O)(=O)N2CCCCC2)c1
 : -4%	18%	?	-6%	-3%	6	nt	2%	?	1%	-2%
- CC(Oc1cccc2cccnc12)C(=O)N/N=C/c1ccccc1 (stereo unspecified)
 : 3%	18%	16%	1%	1%	5	-12%	-1%	-4%	3%	-19%
- COc1ccc(Oc2nc(C)nc3c2oc2ccccc23)cc1
 : -7%	5%	3%	3%	-3%	2	6%	20%	?	2%	?
- CC(C)CC(c1nnnn1C1CCCC1)N1CCN(C(=O)c2ccco2)CC1 (stereo unspecified)
 : -3%	-8%	0%	9%	10%	3	-15%	-2%	?	12%	1%
- O=C(COc1ccc2ccc(=O)oc2c1)N1CCN(c2ccccc2)CC1
 : 0%	1%	4%	-1%	2%	8	-8%	5%	3%	7%	-3%
- CCS(=O)(=O)CCn1c([N+](=O)[O-])cnc1C
 : 1%	10%	?	-1%	-9%	-2	-1%	-10%	-2%	-6%	5%
- CN(C)S(=O)(=O)N1CCc2ccc(NC(=O)c3ccc(C(F)(F)F)cc3)cc2C1
 : -13%	-19%[1.91 µM]	5%	-25%	0%	-8	28%	?	9.2µM*	-1%	4.8µM*
- CCc1nc(SCC(=O)NCc2ccco2)c2c3c(sc2n1)CCCC3
 : -1%	?	-5%	-6%	-4%	-11	-9%	-6%[0.365 µM]	10%	-7%	0%
- CCN(CC)c1cc(C)c(C#N)c2nc3ccccc3n12
 : -2%	15%	6%	-7%	7%	-1	nt	-1%	4%	-1%	-3%
- Cc1noc(C)c1CSc1ccc(Br)cc1
 : -4%	22%	-10%	-3%	4%	9	-36%	-17%	4%	4%	4%
- Cc1ccc(-c2csc(NC(=O)c3ccccc3F)c2C(=O)O)cc1
 : ?	2%	10%	4%[1.84 µM]	nt	0	?	9%	?	-5%	21µM*
- Cc1cc(/C=N/n2cnnc2)c(C)n1-c1ccc(Cl)cc1Cl
 : -4%	-9%	2%	-13%	0%	7	-23%	-17%	15%	5%	4%
- CCN(CC)S(=O)(=O)c1cccc(C(=O)OCC(=O)c2ccc3c(c2)OCCO3)c1
 : -2%	34%	nt	1%	-5%	-5	17%	-3%	-8%	1%	0.54µM*
- COc1ccc(OC)c(NC(=O)N2CCCC(C)C2)c1 (stereo unspecified)
 : 0%	-13%	2%	-3%	-2%	-1	6%	-2%	10%	4%	?
- O=C(COc1ccc(S(=O)(=O)NC2CCCCC2)cc1Cl)NCC1CCCO1 (stereo unspecified)
 : 2%	-6%	-9%	-7%	?	3	-12%	?	?	0%	5%
- CCOC(=O)c1cc([N+](=O)[O-])c([N+](=O)[O-])cc1NC(C)=O
 : -3%	5µM*	?	-7%	-2%	-8	-15%	3.2µM*	?	3%	6%
- CC(C)C(=O)Nc1cccc(-c2csc(-c3ccccc3)n2)c1
 : -2%	?	5%	-1%	-2%	2	?	?	10%	?	17µM*
- O=C(NCc1ccccc1)c1onc(CS(=O)(=O)c2ccc(Cl)cc2)c1C(=O)NCc1ccccc1
 : -6%	nt	nt	0%	nt	9	nt	nt	24%	6%	-1%

Overlap with the part before: 4 entries; new compounds follow.
Every second line gives: NPC1 prom act	RORgamma inh	MBNL1-CUG inh	Rab9 promoter act	PKM2 activator	KCNH2 3.1 inh	Menin-MLL TR inh	Gal4-VP16 FLuc	ELG1 DNA repair	Mito fusion act	FLuc modulator
- O=C(COc1ccc(S(=O)(=O)NC2CCCCC2)cc1Cl)NCC1CCCO1 (stereo unspecified)
 : 2%	-6%	-9%	-7%	?	3	-12%	?	?	0%	5%
- CCOC(=O)c1cc([N+](=O)[O-])c([N+](=O)[O-])cc1NC(C)=O
 : -3%	5µM*	?	-7%	-2%	-8	-15%	3.2µM*	?	3%	6%
- CC(C)C(=O)Nc1cccc(-c2csc(-c3ccccc3)n2)c1
 : -2%	?	5%	-1%	-2%	2	?	?	10%	?	17µM*
- O=C(NCc1ccccc1)c1onc(CS(=O)(=O)c2ccc(Cl)cc2)c1C(=O)NCc1ccccc1
 : -6%	nt	nt	0%	nt	9	nt	nt	24%	6%	-1%
- CC1CCN(C(=O)CCNS(=O)(=O)c2ccc(Cl)cc2)CC1
 : -5%	-3%	-4%	6%	-6%	4	9%	-10%	-20%	1%	-1%
- O=C(Nc1cc(S(=O)(=O)N2CCOCC2)ccc1N1CCCC1)c1ccc(F)cc1
 : -7%	nt	nt	-9%	nt	5	nt	nt	15%	3%	?
- Nc1nc(SCC(=O)NC2CCCC2)[nH]c(=O)c1NC(=O)c1cccs1
 : -1%	-1%	5%	0%	0%	17	nt	-6%	-13%	-4%	3%
- Cc1nc(-c2cccc(NS(=O)(=O)c3ccc4ccccc4c3)c2)cs1
 : -2%	11%	15%	-3%	13%	-4	-19%	-8%	-19%	25%	-15%
- CCOC(=O)c1sc2ncn(CC(=O)NCC3CCCO3)c(=O)c2c1C (stereo unspecified)
 : 1%	5%	-7%	-3%	2%	-180*	13%	8%	-5%	-4%	4%
- COc1ccc(CN=CC2=C(O)CNC2=O)cc1
 : -6%	29%	?	-4%	2%	-2	nt	-1%	-1%	-2%	-1%
- O=C(CNC(=O)c1cccc(Br)c1)N/N=C/c1cn[nH]c1-c1ccccc1
 : 0%	-2%	-13%	-6%	2%	-11	2%	-3%	0%	-5%	3%
- O=c1ccnc(S/C=C/c2ccccc2)[nH]1
 : ?	-16%	12%	16%	-16%	-5	10%	-5%	?	0%	19µM*
- COc1ccc(/C(O)=C2/C(=O)C(=O)N(c3nc(C)c(C)s3)C2c2ccco2)cc1 (stereo unspecified)
 : 2%	0%	104%[activator]	1%	2%	8	-3%	-3%	-9%	4%	0%
- O=C1C2CC=CCC2C(=O)N1c1ccc(Cc2ccncc2)cc1 (stereo unspecified)
 : -5%	16%	3%	-20%	2%	-1	0%	?	0%	-1%	-10%
- O=C(Nc1cccc(F)c1)N1C2CCC1CC(O)(c1cccnc1)C2 (stereo unspecified)
 : -3%	2%	?	-4%	10%	-10	0%	-3%	8%	-1%	-3%
- Cn1nc(C(C)(C)C)cc1NC(=O)Nc1ccc(F)cc1F
 : 2%	0%	-7%	1%	-11%	-5	nt	-2%	?	-6%	-2%
- CCOc1ccc(C(NC(C)=O)c2ccc(OC)c(OC)c2)cc1 (stereo unspecified)
 : -5%	6%	4%	0%	-3%	-1	2%	1%	0%	-5%	-1%
- O=C(COC(=O)COc1ccc(Cl)cc1)Nc1ccc2c(c1)OCCO2
 : 0%	nt	nt	-2%	nt	13	nt	nt	?	-2%	-1%

Screens deposited in PubChem BioAssay by National Center for Advancing Translational Sciences (NCATS).
